Assay outcomes: PubChem, Small Molecule Screening Facility, UW Madison
PriA SSB inh: K. pneumoniae PriA-SSBct interaction inhibition | inhibition, % at 33 µM | 0.6% of 430,000 active | AlphaScreen SSBct-PriA binding, biotinylated peptide; in the data active = inhibition mostly above about 37%, no sharp cut-off; inactive = mostly below about 20%;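 also: plate controls were negative control peptide for no effect and reference peptide for full effect; strong numbers were not always called active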
* hit, by the source's call; & = joins results of further samples. A portion of the library, so the mix of outcomes need not match the whole.

mol,PriA SSB inh
O=C(CCc1csc(NC(=O)c2ccccc2)n1)NCCc1c[nH]c2ccccc12,8
Cc1ccccc1NCC(=O)NN=Cc1c(C)c(C(=O)c2ccc(Cl)cc2)n2ccccc12,-3
O=C(Cc1ccccc1Cl)NCCC(O)c1ccccc1 (configuration not stated),18
O=C(Cc1nnc(-c2cccc(F)c2)o1)NCc1ccccc1F,-12
CCn1c(SCC(=O)NN=C/C=C\c2ccccc2[N+](=O)[O-])nnc1-c1ccccc1,5
Cn1ccnc1N1CCN(C(=O)C2CC2)CC1,8
CC(=O)COc1ccc2c(c1)O/C(=C\C1=Cc3ccccc3OC1)C2=O,-5
COc1ccc2nc(-c3ccc(OC)c(NS(=O)(=O)c4ccc(F)c(C)c4)c3)cn2n1,1
COc1ccc(OC)c(C=NN(CCC#N)C2=NS(=O)(=O)c3ccccc32)c1,-5
O=C(NC1CCS(=O)(=O)C1)C1CCN(c2cc(-n3cncn3)ncn2)CC1 (configuration not stated),6
COc1cc2[nH]c(=O)n(Cc3ccc(C(=O)NCc4cccs4)cc3)c(=O)c2cc1OC,2&10
O=C(CSCc1cccc(Cl)c1)NN=Cc1ccc(OCC(=O)N2CCCCC2)cc1,7
CCOC(=O)C(=NO)C(C)=NNC(=O)C(=O)Nc1ccc(Cl)cc1,-7
COc1cc(OC)c(NC(=O)CSc2ccc(S(=O)(=O)c3cccc(F)c3)nn2)cc1Cl,-1
CCOc1ccccc1-c1nc(COC(=O)c2nnn(-c3ccc(OC)cc3)c2C)c(C)o1,4
Cc1ccc(-c2ccc3nnc(CCC(=O)NCCc4ccccn4)n3n2)cc1,0
Nc1nc(-c2cccnc2)cs1,-5
CC(C)CS(=O)(=O)C1CCN(C(=O)Cn2cccc2)CC1,-12
Cc1cccc(-c2nnc(SCC(=O)Nc3ccccc3F)n2-n2cccc2)c1,-13
CCOc1ccc(C=NN2C(C)CCCC2C)cc1 (configuration not stated),-7
c1csc(C2=Nc3ccccc3SC2c2nc3ccccc3[nH]2)c1 (configuration not stated),7
O=C(CC1CCCCN1S(=O)(=O)c1ccc(F)cc1)NCc1c(F)cccc1F (configuration not stated),18
CC(C)(C)c1nnc(NN=Cc2ccccc2)n(N)c1=O,-8
O=C(O)CC12CC3CC(CC(C3)C1)C2,-8
O=S(=O)(NC[C@H]1CCCN1c1ccccc1)c1cccnc1,9

Among those listed so far, these contain an NH in an aromatic ring.
mol,PriA SSB inh
O=C(CCc1csc(NC(=O)c2ccccc2)n1)NCCc1c[nH]c2ccccc12,8
COc1cc2[nH]c(=O)n(Cc3ccc(C(=O)NCc4cccs4)cc3)c(=O)c2cc1OC,2&10
c1csc(C2=Nc3ccccc3SC2c2nc3ccccc3[nH]2)c1 (configuration not stated),7

Filtered by structure, the compounds so far containing an aryl methoxy group.
mol,PriA SSB inh
COc1ccc2nc(-c3ccc(OC)c(NS(=O)(=O)c4ccc(F)c(C)c4)c3)cn2n1,1
COc1ccc(OC)c(C=NN(CCC#N)C2=NS(=O)(=O)c3ccccc32)c1,-5
COc1cc2[nH]c(=O)n(Cc3ccc(C(=O)NCc4cccs4)cc3)c(=O)c2cc1OC,2&10
COc1cc(OC)c(NC(=O)CSc2ccc(S(=O)(=O)c3cccc(F)c3)nn2)cc1Cl,-1
CCOc1ccccc1-c1nc(COC(=O)c2nnn(-c3ccc(OC)cc3)c2C)c(C)o1,4

Going on with the list:
mol,PriA SSB inh
O=C(Cc1ccccc1)N1CCC(c2nnc(-c3ccco3)o2)CC1,3
O=C(CCCN1C(=O)c2cccc3cccc(c23)C1=O)Nc1ccc(-c2nc3ccccc3s2)cc1,-2&-2
N#Cc1nc(-c2ccc(F)cc2)oc1N1CCCCCC1,112*
Cc1oncc1C(=O)NCc1nn(C2CCCC2)c2c1CCCC2,-4
Cc1ccc(NC(=O)C(=O)NCC2CCN(c3nc4ccccc4o3)CC2)cc1F,-11
Cn1cccc1C(O)CCNS(=O)(=O)c1ccccc1OC(F)(F)F (configuration not stated),-5
COc1ccc(C2CC(c3cccs3)=NN2C(=O)CSc2ccc(Cl)cc2)cc1 (configuration not stated),-15
O=c1c2nc(N3CCOCC3)sc2c(-c2ccccc2)nn1Cc1cccc2ccccc12,12
O=S(=O)(Cc1nc(-c2cccc(Cl)c2)no1)c1ccccc1,-9
CCN(CC)C(=O)C(=O)NN=Cc1cccs1,9
CN(CC(=O)NCc1ccco1)c1nc2c(C(F)(F)F)cccc2s1,-8
CCOCC(=O)NC[C@H](OC)c1ccco1,-9
COCCCNC(=O)[C@H]1CCCN(c2ccc(Sc3ccc(Br)cc3)nn2)C1,7
Cn1c(=O)c2c(SCC(=O)Nc3ccc(Cl)c(Cl)c3)ccnc2n(C)c1=O,-12
CO[C@@]1(CNC(=O)CCSc2ccccc2)CCSC1,-22
O=c1cc(CO)oc([C@@H](Nc2ncccn2)c2ccc(F)cc2)c1O,-19
O=C(NCCn1nc(-c2ccncc2)cc1C1CC1)[C@H]1CC(=O)N(c2ccc(Cl)cc2)C1,-4
Cc1ccc(N2CC(NC(=O)Nc3cccnc3)CC2=O)cc1 (configuration not stated),7
CCOC(=O)N1CCc2c(sc(NC(=O)CS(=O)(=O)c3ccccc3)c2C#N)C1,4&8
Cc1nnc(SCc2cccnc2)[nH]c1=O,-3
CC(C)CNC(=O)C(=O)NCCc1ccc(N2CCCC2)cc1,-12
Cc1nc(C)n(CC(C)C(=O)Nc2cc(Cl)ccc2C)n1 (configuration not stated),1
COCCN1CCC(CNC(=O)c2ccc(C(C)(C)C)cc2)CC1,-3
COc1ccccc1NC(=O)C1=C(C)N=C(SCC(=O)c2ccc(Cl)cc2)C(C#N)[C@H]1c1ccccc1Cl (some centres not stated),2
COCCN(Cc1ccoc1)C(=O)c1cn(C)nn1,13

Reprinted from the part before: 2 entries; new compounds follow.
mol,PriA SSB inh
COc1ccccc1NC(=O)C1=C(C)N=C(SCC(=O)c2ccc(Cl)cc2)C(C#N)[C@H]1c1ccccc1Cl (some centres not stated),2
COCCN(Cc1ccoc1)C(=O)c1cn(C)nn1,13
Cc1cccc2sc(N3CCN(C(=O)c4nc5ccccc5s4)CC3)nc12,-9
CCN1C(=O)Cc2cc(NC(=O)c3cccc(OC)c3OC)ccc21,19
CCCCn1c(N=Cc2cc(OC)ccc2O)nc2ccccc21,-17
COc1ccc(C)cc1S(=O)(=O)Nc1ccc2c(c1)C(=O)NCCO2,-2
COc1ccc(Cl)cc1NC(=O)Nc1nc(-c2cc3cccc(OC)c3o2)cs1,-6
Cc1nc(C)c(C(=O)Nc2ccc3c(c2)N(S(=O)(=O)c2ccc(F)cc2)CCC3)s1,12
CN(C)c1ccc(/C=N\NC(=O)c2ccccc2O)cc1,-18
CC(=NNC(=O)c1cccc(S(=O)(=O)N2CCOCC2)c1)c1ccc(C)cc1,2
CC(C)(C)C(O)=C(C#N)c1nc2ccccc2[nH]1,-4
COc1ccc(C(=O)Nc2cnc3ccccc3c2)cc1OC,-5
CCS(=O)(=O)c1ccc(CC(=O)Nc2ccc3nc(SC)sc3c2)cc1,5
CC(C)(C)C(=O)Nc1nnc(SCC(=O)Nc2ccc(OC(F)(F)F)cc2)s1,-9
O=C(c1ccc(S(=O)(=O)c2ccccc2)nc1)N1CCN(c2cccc(Cl)c2)CC1,-10
O=c1n(Cc2ccccn2)nc(-c2cccnc2)n1C1CC1,-5
O=C(Cc1ccc(-n2c(=O)c3ccccc3n(Cc3c(F)cccc3Cl)c2=O)cc1)NC1CC1,-7
O=C(NCc1ccccc1-c1ccsc1)NC1CCCC1,-3
COc1ccc(-c2noc(-c3cccn(CC(=O)Nc4cccc(SC)c4)c3=O)n2)cc1OC,-1
CN1CCN(C(CNC(=O)Nc2ccccc2)c2ccsc2)CC1 (configuration not stated),-2
O=C(CN1CCC2(CC1)N=C(c1cccc(F)c1)C(=O)N2)Nc1cccc(C(F)(F)F)c1,-1
CC(=O)N1CCc2ccc(NC(=O)c3cccc4ccccc34)cc2C1,-6
COc1ccccc1NC(=O)CSC1=NC(C)(C)Nc2ccccc21,-1
COc1ccc(C=NNC(=O)c2[nH]c3ccc(Cl)cc3c2-c2ccccc2)c(C(=O)O)c1OC,-19
COC(=O)CS[C@H]1CCN(C(=O)CCS(=O)(=O)c2ccccc2)C1,1
O=C(NN=Cc1cc(Br)cc(Br)c1O)c1ccncc1,81
Cc1c(C)n(Cc2ccco2)c2ncnc(Nc3ccc4c(c3)OCO4)c12,14
C=CC(C)(O)CC[C@@H]1[C@@]2(C)CCCC(C)(C)[C@@H]2CC[C@@]1(C)O (some centres not stated),-8
O=C(CCCS(=O)(=O)c1ccc(Cl)cc1)Nc1ccc(F)cc1F,-10
COc1cc(Cl)c(C)cc1NC(=O)CSC1=C(C#N)[C@H](c2ccccc2F)CC(=O)N1,6
CCOC(=O)C(CC)C(C)=NNC(=O)CCC(=O)Nc1ccc(Cl)cc1Cl (configuration not stated),2
Cc1oc(-c2ccccc2Cl)cc1C(=O)Nc1nccs1,-1
COc1ccc(NC(=O)c2cn[nH]n2)cc1F,-5
O=C(Nc1ccc2c(c1)OCO2)C1CCN(S(=O)(=O)c2ccc(Cl)cc2)CC1,-6
CN=P(c1ccccc1)(c1ccccc1)c1ccccc1,6
Cc1ccc2c(c1)N(C)C(=O)c1cc(NC(=O)CN3C(=O)c4ccccc4C3=O)ccc1O2,2
C(=NN1CCOCC1)c1ccsc1,-3
CCOC(=O)C1C(=O)C=C(c2cccc(C)c2)CC1c1cccs1 (configuration not stated),-35
Cc1c(Br)c(O)c(Br)c(O)c1C=Nn1c(-c2ccccc2)n[nH]c1=S,10
Nc1c2c(nn1CC(=O)NCc1ccco1)CSC2,-8
COc1ccccc1CNC(=O)CSc1ccc(-c2ccccc2OC)nn1,8
C=CCOc1ccc(C(=O)O)cc1,1
O=C(c1cc(-c2ccco2)[nH]n1)N1CCC[C@H](Cc2nc(C3CC3)no2)C1,-9
Cc1cc2ncc(CCCNC(=O)CCCC(=O)c3ccccc3)cn2n1,-2
O=C(CNS(=O)(=O)N1CCOCC1)NN=Cc1cccnc1,-5
Cc1c(Cl)ccc2sc(N(Cc3ccccn3)C(=O)c3cccc(S(C)(=O)=O)c3)nc12,-14
NC(=O)c1ccc(NC(=O)CN2CCC(c3cccs3)CC2)cc1,-9
COc1ccc(CCC(=O)Nc2cnn(CC3CCOCC3)c2)cc1,-13
Oc1[nH]c2ccccc2c1N=Nc1nnc(-c2ccccc2)c2ccccc12,34
COc1ccc(C(O)CNC(=O)c2ccsc2)cc1OC (configuration not stated),21
CC12NC(=S)NC(c3ccccc3O1)C2C(=S)Nc1ccccc1 (configuration not stated),5
COc1ccc(-c2noc(Cn3ccn4nc(-c5ccc(Cl)cc5)cc4c3=O)n2)c(OC)c1,4

Following part
mol,PriA SSB inh
COC(=O)Cc1cc(=O)[nH]c(N=C(N)Nc2ccc(C(C)C)cc2)n1,1
O=C(Cn1cc(-c2ccc(F)cc2)cn1)NCCOc1ccc(F)cc1,1
COc1cccc(-c2cc(-c3nc(-c4ccc(C(F)(F)F)cc4)no3)[nH]n2)c1,-1
CN1C(=O)c2cccc(NC(=O)C3CCCN(S(C)(=O)=O)C3)c2C1=O (configuration not stated),-24
O=C1CCCN2N=C(SCC(=O)N3CCc4ccccc43)SC2=N1,-3
O=C(CN1C(=O)COc2ccccc21)Nc1ccccc1,37
CN(C)CCCN(C(=O)CN1C(=O)CCC1=O)c1nc2ccc(F)cc2s1,-3
COc1ccc(-c2csc(NC(=O)C3CCN(S(C)(=O)=O)CC3)n2)cc1,-4
O=C(Nc1nnc(C2=COCCO2)o1)c1cccc(Cl)c1,2
O=[N+]([O-])c1ccc(Cl)c(C=NN2CCN(Cc3ccccc3Cl)CC2)c1,20
O=C(NN=Cc1cccc([N+](=O)[O-])c1)C1CC(=O)N(c2ccc(F)cc2)C1 (configuration not stated),-10
COC(=O)c1ccsc1NC(=O)C1CCCN(c2ccc(-n3cncn3)nn2)C1 (configuration not stated),-5
O=C(NCC1CCN(C2CCCC2)CC1)c1c(F)cccc1F,-5
Cc1cc(Cl)cc2sc(N(Cc3ccncc3)C(=O)c3ccc(C#N)cc3)nc12,-14
N#Cc1nccnc1N1CCC(CNS(=O)(=O)c2ccc3c(c2)OCCO3)CC1,-35
CN(C)c1nccnc1OC1CCCN(C(=O)Cn2c(=O)oc3ccccc32)C1 (configuration not stated),-16
Cn1nc(C(=O)NCCn2nc(-n3cccn3)ccc2=O)ccc1=O,0
O=C(NCCn1nc(-n2cncn2)ccc1=O)C1c2ccccc2Oc2ccccc21,-22
O=C(NCC#CCN1CCOCC1)c1cccc(Cl)c1,-10
O=C(Cn1c(-c2ccncc2)nc2ccccc21)NCc1ccco1,-11&6
CC(C)(C)NC(=O)C(=O)NCC1CCN(C2CCCC2)CC1,-6
CC(c1ccccc1)N1C(=O)NC(NC(=O)c2ccccc2)(C(F)(F)F)C1=O (configuration not stated),22
COCC(=O)Nc1ccc2c(c1)CCN2C(=O)C1CC1,-6
COc1cc(C=NNC(=O)c2ccc(NC(=O)C3CCCCC3)cc2)ccc1O,-15
COc1ccc(C)cc1S(=O)(=O)NCCCn1nc(-c2ccco2)ccc1=O,-5

Five structures out of the list, sorted by length of the SMILES, smallest number first.
mol,PriA SSB inh
O=C(CN1C(=O)COc2ccccc21)Nc1ccccc1,37
Cc1nc(C)n(CC(C)C(=O)Nc2cc(Cl)ccc2C)n1 (configuration not stated),1
Cc1cccc(-c2nnc(SCC(=O)Nc3ccccc3F)n2-n2cccc2)c1,-13
COc1ccc2nc(-c3ccc(OC)c(NS(=O)(=O)c4ccc(F)c(C)c4)c3)cn2n1,1
Cc1c(Cl)ccc2sc(N(Cc3ccccn3)C(=O)c3cccc(S(C)(=O)=O)c3)nc12,-14
